# iPSC survival up: enhancers of single-cell hiPSC survival, primary screen, ATPlite luminescence. 100% = ROCK inhibitor wells, 0% = DMSO. survival enhancement, % at 20 µM. 360,000 tested, 0.044% active. AID 602274, 2012; in the data active = survival enhancement above about 18%;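 note: cells exposed to compounds for 16 hours before the ATP read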
# CaV13 FRET inh: Disruptors of the CACNA1D IQ motif to Ca2+-dependent inactivation inhibitor domain association, primary screening, Förster resonance energy transfer in intact living …; inhibition, % at 12.3 µM; 340,000 tested, 0.098% active; HEK cells, CFP/YFP FRET ICDI-IQ, plate reader, 10 min; percent FRET-ratio fall versus neutral wells;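 active = mean replicate inhibition of at least 30% and at least 1% of replicates passing that level; inconclusive = only one of the two criteria is met; inactive = neither criterion is met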;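 note: 0% = median of the neutral control wells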
# PDI inh: inhibitors of human PDI, primary screen, biochemical, turbidity, single point, plate reader | AID 588391, 2011 | inhibition, % at 10 µM | 350,000 tested, 0.052% active | Protein disulfide-isomerase (Homo sapiens), P07237 | PDI insulin aggregation turbidity, A650, 90 min;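 active = mean inhibition across replicates of 30% or more, whatever share of single replicates reach that level; inconclusive = mean inhibition below 30% while every single replicate reaches 30%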;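 note: absorbance from insulin aggregation driven by PDI reduction with DTT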
# Target sequence (P07237 whole entry, looked up): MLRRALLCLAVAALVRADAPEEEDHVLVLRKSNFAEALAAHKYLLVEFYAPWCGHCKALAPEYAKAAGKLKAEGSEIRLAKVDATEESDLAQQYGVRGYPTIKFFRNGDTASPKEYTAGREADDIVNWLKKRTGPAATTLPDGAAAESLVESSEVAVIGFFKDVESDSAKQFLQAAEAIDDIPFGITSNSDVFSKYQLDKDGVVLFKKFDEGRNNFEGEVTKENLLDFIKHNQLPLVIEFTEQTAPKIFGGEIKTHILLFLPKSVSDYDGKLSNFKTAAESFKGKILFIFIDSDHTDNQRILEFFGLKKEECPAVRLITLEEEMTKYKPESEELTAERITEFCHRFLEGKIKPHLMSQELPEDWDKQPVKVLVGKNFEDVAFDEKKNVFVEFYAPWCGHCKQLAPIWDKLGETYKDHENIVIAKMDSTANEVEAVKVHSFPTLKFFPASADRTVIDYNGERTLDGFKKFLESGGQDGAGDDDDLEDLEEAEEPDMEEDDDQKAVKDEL
# aDG glyco up: activators of alpha-DG glycosylation, primary screen, uHTS, Pro5-aDG cells, AlphaScreen | alpha-DG glycosylation AlphaScreen (IIH6); 0% Pro5, 100% B10-LARGE cell signal | activation, % at 10 µM | 360,000 tested, 0.22% active;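 active = activation of at least 8% versus controls, or a plate z-score of at least 8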;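 note: Pro5 are CHO cells carrying HIG-tagged alpha-DG that lacks glycosylation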
# N-glyco inh: increase of ERlucT glycosylation luciferase signal, primary screen, N-linked glycosylation inhibitor project, D54 ERlucT cells, luminescence, set 2; D54 ERlucT glycosylation luciferase reporter, 24 h; percent of 100 nM tunicamycin response; reporter increase, % at 12.5 µM; 360,000 tested, 0.23% active; AID 588692, 2011;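 active = mean luciferase reporter signal, scaled so untreated is 0 and the glycosylation-blocking control 100, at or above a set limit in every replicate; inconclusive = mean reaches the limit but not every replicate does; inactive = mean below the limit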;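 note: luciferase carries N-glycosylation sites so blocking glycosylation raises the light; 0% = median of neutral control wells and 100% = median of 100 nM tunicamycin wells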
# ABCB6 inh 2: ABCB6 transporter inhibitors, primary screen, K562-ABCB6 cells, flow cytometry, MLPCN library. ATP-binding cassette sub-family B member 6 (Homo sapiens), Q9NP58. K562-ABCB6 porphyrin accumulation, 1 h; stronger effect = lower value. fluorescence ratio to DMSO, % at 10 µM. 360,000 tested, 0.19% active. AID 602162, 2011;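 active = fluorescence ratio to DMSO below 75%, the collection mean minus 3 SD; inconclusive = too few cells collected in the well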;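 note: signal is porphyrin accumulated inside mitochondria; 100% equals median channel fluorescence of DMSO control wells; lower ratio means ABCB6 inhibition with less porphyrin fluorescence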
# Granule exo inh: LAMP-1 surface exposure blockers, TALL-104 cells – cell-based, flow cytometry, MLPCN library, primary screen. TALL-104 LAMP-1 surface exposure; cells stimulated with thapsigargin and PMA. inhibition, % at 10 µM. 360,000 tested, 0.66% active. AID 651702, 2012;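 active = inhibition above about 55%, limit read from the data; inconclusive = no clear call, values can overlap the other calls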
# Cardio protect: cardioprotection against H2O2-induced cell death, primary screen, uHTS, H9c2 cells, ATPLite luminescence; protection from H2O2 cell death, % at 20 µM; H9c2 cardiomyocytes, H2O2 injury protection, 2 h; 360,000 tested, 0.63% active;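 active = compounds giving at least 50% protection of heart cells from peroxide-induced death in the single-dose screen, raw or plate-pattern-corrected value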;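 note: 0% = DMSO wells with peroxide and 100% = DMSO wells without peroxide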
# Vif imaging: HIV Vif self-association inhibitors, primary screen, imaging, HEK293T, single point; HEK293T cells, Vif self-association by quenched fluorescence, 24 h; inhibition, % at 7.49 µM; 340,000 tested, 0.35% active; in the data active = inhibition above about 50%, passing the limit was not always enough; inconclusive = no clear call, values can overlap the other calls; inactive = below about 31%; note: some results filed as inactive read as strong as hits
# HTR2A ag: mouse Htr2a agonists via beta-arrestin recruitment, primary screen, cell-based, luminescence; CHO-K1 mHTR2A beta-arrestin complementation; percent of 30 µM serotonin response; 5-hydroxytryptamine receptor 2A (Mus musculus), P35363; 360,000 tested, 0.66% active; AID 624169, 2012; activation, % at 7.6 µM;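 active = activation above a run cutoff, the mean activation of all tested compounds plus 3 SD, cut at about 14% in these data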;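 note: 0% = plate median of compound wells and 100% = 30 µM serotonin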
# Target sequence (P35363 whole entry, looked up): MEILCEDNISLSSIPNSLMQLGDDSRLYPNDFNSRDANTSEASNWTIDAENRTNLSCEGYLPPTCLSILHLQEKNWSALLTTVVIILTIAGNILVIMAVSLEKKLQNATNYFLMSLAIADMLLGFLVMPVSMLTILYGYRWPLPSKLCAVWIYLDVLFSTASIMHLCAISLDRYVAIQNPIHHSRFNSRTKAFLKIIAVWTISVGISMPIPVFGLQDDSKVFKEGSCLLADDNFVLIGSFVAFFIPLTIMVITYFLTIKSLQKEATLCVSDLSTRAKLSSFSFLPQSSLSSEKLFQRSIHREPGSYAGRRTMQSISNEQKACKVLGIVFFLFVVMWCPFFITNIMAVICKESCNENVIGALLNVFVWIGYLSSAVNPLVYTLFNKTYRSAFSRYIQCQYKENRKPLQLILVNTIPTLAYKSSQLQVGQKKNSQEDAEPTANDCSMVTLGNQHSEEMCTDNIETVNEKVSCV
# * hit, by the source's call; u = inconclusive; x = no result given.
SMILES,iPSC survival up,CaV13 FRET inh,PDI inh,aDG glyco up,N-glyco inh,ABCB6 inh 2,Granule exo inh,Cardio protect,Vif imaging,HTR2A ag
Cc1ccc(C(=O)N[C@H](C(=O)OCC(=O)c2ccc[nH]2)C(C)C)cc1,-1.8,-3,-6,0.4,4,95,-9,-4,9,1
CCOC(=O)c1nnsc1-c1ccc(-c2snnc2C(=O)OCC)cc1,-0.5,-20,6,0.0,-1,94,-10,8,-1,2
CC1=C(C(=O)OC(C)C)C(c2cccs2)N2C(=O)C(C)SC2=N1 (centres undefined),-1.2,x,1,-0.1,-3,113,-2,2,x,1
Cn1c(COc2ccc(Cl)cc2)nnc1SCC(=O)NC1CCCCC1,0.2,-3,5,0.1,-3,97,-2,1,0,-4
Cc1cc(NC(=O)CCC(=O)N(c2ccc(F)cc2)C(C(=O)NC2CCCC2)c2ccncc2)no1 (centres undefined),0.3,x,1,-0.4,3,100,-3,18,x,0
CCOc1ccc(CCNC(=O)CSc2cc(=O)n(CC)c3ccccc23)cc1OCC,1.9,-7,-2,-0.2,2,104,-2,0,-18,3
COC(=O)CSc1nnc(NC(=O)c2ccc3c(c2)OCO3)s1,-0.6,-3,6,-0.3,-3,96,5,-11,0,-1
Cc1ccc(/C=N/NC(=O)Cn2nc(C)c(Br)c2C)o1,-1.7,-3,5,0.2,0,103,-1,4,7,3
N#Cc1c(N)c(C(=O)c2ccccc2)n2c1CCC2,5.8,-4,0,0.1,0,91,1,-5,-10,0
Clc1nccnc1N/N=C/c1ccc(Br)cc1,-0.5,-23,5,-0.2,-3,93,-12,-8,0,1
O=C(CN1CCN(S(=O)(=O)c2ccccc2)CC1)Nc1ccccc1Cl,0.2,-5,-5,0.1,-2,102,9,-2,-5,4
CCOC(=O)C1C(=O)NC(c2ccccc2)=NC1c1cccc(Br)c1 (centres undefined),0.6,-17,-2,0.2,2,105,7,-1,-1,0
CCCCN(C(=O)CSCC(=O)Nc1ccc(C)cc1)c1c(N)n(Cc2ccccc2)c(=O)[nH]c1=O,0.6,-5,1,-0.1,0,89,3,3,0,1
O=C(c1ccc(S(=O)(=O)NCc2ccco2)cc1)N1CCN(c2ccccc2)CC1,0.5,-5,5,-0.1,0,96,9,0,7,6
CCOC(=O)C1CCN(C(=O)COc2ccc(Br)cc2Br)CC1,1.1,-3,5,0.1,3,95,3,-1,8,-2
O=C(Nc1cccc(Cl)c1)N(Cc1nc2ccccc2c(=O)[nH]1)Cc1cccs1,0.3,-9,-5,0.6,-6,93,4,30,-6,-2
C#CCCOC(=O)N1C2=NC(C(=O)OC)=C(C(=O)OC)[C@@H]3N(C)c4ccccc4[C@]23C[C@H]1CO,-1.7,-4,12,-0.1,-2,92,7,-2,x,4
CCc1nc(SCC(=O)N2CCN(C(=O)c3ccco3)CC2)c2c3c(sc2n1)CCCC3,-0.5,-4,-3,0.0,-1,28*,0,16,x,-4
O=C(CN1CCN(C(=O)C2CCCO2)CC1)Nc1ccc(F)cc1 (centres undefined),-0.3,x,4,-0.4,3,93,19,8,18,12
O=C(NCc1ccncc1)C(=O)NCC1OCCCN1S(=O)(=O)c1cc(F)ccc1F (centres undefined),-0.3,-5,-2,0.0,-1,93,-8,0,9,0
O=C(CN1CCN(c2nc(-c3ccccc3)cs2)CC1)NNC(=O)c1ccc(Br)cc1,2.3,-10,-6,0.1,0,100,-2,1,x,3
CC(C)OCCCn1c(=S)[nH]c2ccc(N3CCOCC3)cc2c1=O,1.1,-9,-5,0.3,5,88,2,-2,-6,-2
COc1ccc(C(=O)C2CCN(C(=O)c3ccc(C)cc3)CC2)cc1,1.7,-4,4,1.2,1,85,2,-16,-22,6
Cc1ccc(Nc2ccc(C(=O)O)cc2[N+](=O)[O-])cc1,-0.4,-4,4,0.0,0,101,1,-4,-11,7
COc1ccc(NC(=O)C[C@H]2C(=O)N(C3CCCCC3)C[C@@H]2CSC)cc1,-1.6,-6,-7,-0.2,2,100,-1,-3,-2,-1
[O-][n+]1onc2c1CCc1[nH]c(-c3ccccc3)nc1-2,-0.2,-2,-10,0.3,2,95,-10,1,0,3
O=C(O)c1ccc(Nc2nc(-c3cccnc3)cs2)cc1O,-0.3,1,-20,-0.2,2,98,0,-5,3,-1
Nc1c(C(=O)Nc2ccccc2)sc2ncc([N+](=O)[O-])cc12,0.2,0,0,0.1,0,96,2,-4,-3,7
COc1ccccc1-n1cnc2cc(C(=O)NCc3ccco3)ccc21,0.7,-5,-2,-0.2,1,99,-1,-3,5,-6
Cc1cccc(-n2nnnc2SCC(=O)N(CC(C)C)c2c(N)n(CC(C)C)c(=O)[nH]c2=O)c1,-0.4,4,-2,-0.2,-1,94,0,1,1,1
CCNC(=O)c1sc2cc(C)ccc2c1Cl,0.6,2,-3,0.2,-1,102,0,-12,6,1
C=CCn1nc2n(c1=O)-c1ccccc1SC2,0.9,-20,7,0.1,1,102,-2,0,3,-1
CCCS(=O)(=O)c1nc(S(=O)(=O)c2ccc(C)cc2)c(N2CCC(O)CC2)s1,-0.4,-3,9,0.5,-2,91,2,0,-10,8
COc1ccc(-n2ncc3c(=O)n(CC(=O)NC(C)C)cnc32)cc1,-0.1,-2,-6,0.0,1,100,-3,-3,1,-3
O=c1cc(CN2CCCCCCC2)c2c(ccc3ccccc32)o1,-0.8,-9,x,0.0,-2,99,-2,-3,x,-3
CCOC(=O)CNc1c(-c2ccc(O)cc2)nc2ccc(Cl)cn12,0.8,-5,-24,0.1,3,106,-7,9,35,-5
Cc1cc(C)n2nc(C(=O)OCC(=O)N3CC(C)CC(C)C3)nc2n1 (centres undefined),0.0,-6,0,-0.7,1,94,-7,0,4,0
NC(c1ccccc1)c1csc(NC(=O)Nc2cccc(C(F)(F)F)c2)n1 (centres undefined),-2.6,-5,2,-0.4,-8,93,-6,-11,5,4
COC(=O)c1cccc2c1-c1ccccc1/C2=N/O,-1.7,-1,-5,-0.3,-10,96,0,-23,-13,-5
CCN(CC)C(=O)C1=C(C)N(Cc2ccc(OC)cc2)C(=O)C(CC(=O)NC2CC2)C1 (centres undefined),2.4,-9,4,-0.3,3,96,0,0,3,13
CN(Cc1ccc(Cl)cc1Cl)C(=O)C1CC(=O)N(Cc2ccco2)C1 (centres undefined),-3.1,-6,-1,0.1,0,95,-7,-2,4,0
O=C(O)COc1ccc(NC(=O)c2ccc(NC(=O)c3ccco3)cc2)cc1,0.1,-5,21,-0.2,3,92,2,1,6,12
CC1=C(C(=O)N2CCOCC2)C(c2ccccc2F)NC(=O)N1 (centres undefined),0.4,2,6,-0.3,0,93,0,-2,19,1
Cc1cc(C)nc(N(C#N)Cc2ccccc2Cl)n1,-2.0,-7,8,0.3,-1,99,-5,-1,-9,-6
COc1ccc(C2C(C#N)=C(N)Oc3cc(C)[nH]c(=O)c32)c(OC)c1OC (centres undefined),5.3,-5,-11,-0.1,1,89,-2,6,-1,0
CNCc1ccccc1Sc1ccc(O)c(O)c1,-0.2,-5,-3,-0.4,-1,100,82*,-21,0,2
C/C(=N\NC(=S)Nc1ccc(F)cc1)C1CC1,0.7,-9,-3,0.2,1,102,3,-1,-4,3
O=C(COC(=O)C1CC2C=CC1C2)Nc1ccc2c(c1)OC(F)(F)O2 (centres undefined),2.8,-6,-6,0.2,-2,97,1,-15,-2,7

# Among those listed so far, eight have a Cl atom.
SMILES,iPSC survival up,CaV13 FRET inh,PDI inh,aDG glyco up,N-glyco inh,ABCB6 inh 2,Granule exo inh,Cardio protect,Vif imaging,HTR2A ag
Cn1c(COc2ccc(Cl)cc2)nnc1SCC(=O)NC1CCCCC1,0.2,-3,5,0.1,-3,97,-2,1,0,-4
Clc1nccnc1N/N=C/c1ccc(Br)cc1,-0.5,-23,5,-0.2,-3,93,-12,-8,0,1
O=C(CN1CCN(S(=O)(=O)c2ccccc2)CC1)Nc1ccccc1Cl,0.2,-5,-5,0.1,-2,102,9,-2,-5,4
O=C(Nc1cccc(Cl)c1)N(Cc1nc2ccccc2c(=O)[nH]1)Cc1cccs1,0.3,-9,-5,0.6,-6,93,4,30,-6,-2
CCNC(=O)c1sc2cc(C)ccc2c1Cl,0.6,2,-3,0.2,-1,102,0,-12,6,1
CCOC(=O)CNc1c(-c2ccc(O)cc2)nc2ccc(Cl)cn12,0.8,-5,-24,0.1,3,106,-7,9,35,-5
CN(Cc1ccc(Cl)cc1Cl)C(=O)C1CC(=O)N(Cc2ccco2)C1 (centres undefined),-3.1,-6,-1,0.1,0,95,-7,-2,4,0
Cc1cc(C)nc(N(C#N)Cc2ccccc2Cl)n1,-2.0,-7,8,0.3,-1,99,-5,-1,-9,-6

# (further entries)
SMILES,iPSC survival up,CaV13 FRET inh,PDI inh,aDG glyco up,N-glyco inh,ABCB6 inh 2,Granule exo inh,Cardio protect,Vif imaging,HTR2A ag
CCOc1ccc(C(=O)/C=C/c2cn(CN3CCN(C)CC3)c3ccccc23)cc1,0.9,-5,4,-0.1,5,94,-2,-3,x,-4
CC(C)(C)c1ccc(C(=O)c2c[nH]c(C(=O)NCC3CCCO3)c2)cc1 (centres undefined),-0.5,-2,-9,1.0,-2,92,2,-21,-11,2
CCc1ccc(S(=O)(=O)Nc2c(C)nc3nc[nH]n3c2=O)cc1,-0.4,-4,-2,0.2,1,101,u,4,-1,1
CCc1ccc(OCC2NCCc3cc(OC)c(OC)cc32)cc1 (centres undefined),-0.4,-3,-2,0.3,1,105,-2,-6,0,-2
O=C(NC(=S)NNC(=O)c1ccco1)c1ccc(Br)cc1,0.6,-2,-2,-0.3,1,101,-2,12,-24,1
COCC(=O)Nc1cc(OC)ccc1OC,2.9,-3,-2,-0.2,0,97,-1,7,1,3
NNC(=O)c1sc2nc(N3CCOCC3)c3c(c2c1N)CCCC3,0.3,-5,-2,0.2,1,101,-4,28,-1,-4
